Nrf2 ARE act: qHTS of Nrf2 Activators. AREc32 ARE-luciferase reporter (MCF7-derived line), luminescence, 24 h. Potency, µM (doses to about 46.1 µM), without a hit: at the top dose activation, actives largely listed as activators. 410,000 tested, 0.31% active; also: potency is read from the fitted curve at half-maximal effect; % of control where 0% means no effect; nearly all actives have a fitted effect of over 65% in size
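Luminescent ARE reporter assay in AREc32_Fluc cells: overnight plating at 37 deg C, 24 hr compound incubation, Steady-Glo added, 30 min RT before reading.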
A549 viability: Nrf2 qHTS screen for inhibitors: counterscreen for cytotoxicity; 390,000 tested, 0.16% active; Potency, µM (series often up to 46 µM), for inactives: at the top dose activity change, negative = cytotoxicity, actives largely listed as inhibitors; A549 ARE-Fluc cells, CellTiter-Fluor viability, 18-24 h; also: potency is read from the fitted curve at half-maximal effect; % is scaled to controls: 0 for no effect and ±100 for the full control effect
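Cytotoxicity counterscreen: CellTiter-Fluor fluorescence was measured in A549 ARE_Fluc cells after 18-24 h of compound exposure in a concentration series. The subsequent BugLite luminescent read reports ARE-luciferase activity.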
pAkt inh: HTS Assay for Inhibitors of Akt Phophorylation: Primary Screen. activity change, % for hits at 50 µM. Neuro2A IGF-stimulated pAkt S473 HTRF, 20 min; active compounds read low. AID 651550, 2012. 360,000 tested, 0.32% active; in the data active = activity change below about -80%; inconclusive = mostly about -51% to -80%; also: % is scaled to controls: 0 for no effect and ±100 for the full control effect
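Neuro2A cells (4,500/well, DMEM with 0.5% FBS) were treated with compound at a single 50 µM final concentration, stimulated with 6 nM IGF for 20 min at 37 °C, and lysed. Phospho-Akt Ser473 was read by HTRF as 665/615 ratio ×10^4.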
TGFb inhibitor: qHTS for Inhibitors of TGF-b; AID 588855, 2011; Potency, µM (top dose mostly 46.1 µM), for inactives: at the top dose activity, negative = inhibition, hits mostly inhibitors; 410,000 tested, 1.2% active; HepG2 CAGA-GFP TGF-b/SMAD3 reporter, GFP fluorescence, 18 h; TGF-beta stimulated, 500 pg/mL final; also: potency is read from the fitted curve at half-maximal effect; % is scaled to controls: 0 for no effect and ±100 for the full control effect; nearly all actives have a fitted effect of over 65% in size
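Inhibition was scored as loss of TGF-beta-induced (500 pg/mL final, 18 hours, 37 degrees C) GFP in HEPG2 cells carrying a CAGA-GFP reporter, in DMEM with 1% FBS. Well GFP was summed per cell; Activity was normalised to unstimulated and stimulated DMSO wells, then concentration-response fitting.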
HepG2 viability: qHTS for Inhibitors of TGF-b: Cytotox Counterscreen | HepG2 CAGA-GFP viability, ATP luminescence, 18 h | Potency, µM (doses to about 46.1 µM), for the others: at the highest dose activity change, negative = cytotoxicity, hits mostly cytotoxic | 410,000 tested, 0.76% active; also: potency is read from the fitted curve at half-maximal effect; some results filed as inactive show a strong effect at the top dose
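HepG2 CAGA-GFP cells (1000/well, DMEM with 1% FBS) received compound, then TGF-beta at 500 pg/mL final, and were incubated 18 hours at 37 degrees C. Viability was read by CellTiter-Glo luminescence. Media-only wells were set as complete cell-killing and DMSO as no toxicity.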
CCT modulator: High-Throughput Screening for Modulators of Cytosolic Chaperonin Activity; activity change, % (concentration not given with the values), hits read low; 360,000 tested, 0.3% active; purified chaperonin ATPase assay, HTRF ADP detection, 30 min; in the data active = activity change below about -30%; also: % is scaled to controls: 0 for no effect and ±100 for the full control effect
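Enzyme 40 or 20 nM (batch-dependent) in Tris pH 7.4/KCl/MgCl2/DTT; cpd 76 uM single point; ATP 10 uM; 30 min 37 °C; Transcreener ADP HTRF detection, 30 min RT; ratio 665/615.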
Mm-Cpn inhibitor: Inhibitors of TCP-1 ring complex (TRiC) of Methanococcus maripaludis (MmCpn): qHTS. purified Mm-Cpn ATPase, ADP Transcreener TR-FRET. 330,000 tested, 0.031% active. Potency, µM (doses to about 76.9 µM), for inactives: at the highest dose activity, negative = inhibition, hits mostly inhibitors; also: potency is read from the fitted curve at half-maximal effect; % is scaled to controls: 0 for no effect and ±100 for the full control effect; nearly all actives have a fitted effect of over 80% in size
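Eu-cryptate anti-ADP/ADP-d2 competition gives a ratio inversely related to ADP. Enzyme at 25 nM was pre-exposed to compound for 10 min, then given 10 uM ATP for 30 min, 37°C throughout.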
ATXN viability: Viability Counterscreen for Primary qHTS for Inhibitors of ATXN expression. S2 cells (HEK-293 line with an ATXN2-luciferase reporter) viability, CellTiter-Fluor protease fluorescence, 24 h. Potency, µM (series often up to 56.7 µM), actives largely listed as cytotoxic. 400,000 tested, 0.49% active. AID 651635, 2014; also: potency is read from the fitted curve at half-maximal effect; nearly all actives have a fitted effect of over 40% in size
Nrf2 block: Nrf2 qHTS screen for inhibitors | 360,000 tested, 2.1% active | Potency, µM (series often up to 46 µM), for the others: at the top dose activity change, negative = inhibition, actives largely listed as inhibitors | A549 ARE-Fluc reporter, luciferase luminescence, 18-24 h | AID 504444, 2011; also: potency is read from the fitted curve at half-maximal effect; % is scaled to controls: 0 for no effect and ±100 for the full control effect; nearly all actives have a fitted effect of over 60% in size
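Quantitative HTS in A549 cells stably bearing an antioxidant response element-firefly luciferase construct. Inhibition of Nrf2-driven transcription was scored by luminescence after 18-24 h of compound exposure at 37 °C.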
Active calls of the source: *; i = inactive; ? = inconclusive; . = not tested or not shown; & = joins results of further samples. Unless noted, calls follow the shape of the dose curve; as a rule, active = well fitted curve in the direction sought with a large enough effect; inconclusive = small, poorly fitted or top-dose-only effect, or another doubt; inactive = no such curve, though single readings can be large; an effect the other way counts as inactive or inconclusive.

SMILES	CCT modulator	Nrf2 block	Nrf2 ARE act	Mm-Cpn inhibitor	TGFb inhibitor	A549 viability	pAkt inh	ATXN viability	HepG2 viability
O=C(CSc1nc2cc(C(=O)NC3CCCC3)ccc2c(=O)n1CC1CCCO1)c1cccc(Cl)c1 (stereo not drawn)	.	?	3.0%	.	-19%	-12%	.	i	-6%
CCOC(=O)N1CCC(NC2CCCCCCC2)CC1	2.0	-1%	-0.5%	0%	-10%	0%	i	i	20%
CCOC(=O)C1C(c2ccc(O)cc2)NC(=O)NC1(O)C(F)(F)F (stereo not drawn)	-0.4	0%	-0.5%	1%	-2%	-5%	i	i	-26%
Cc1nc(C(F)(F)F)ccc1C(=O)N1CCC1(C)C(=O)NS(=O)(=O)c1ccc2c(c1)CCO2 (stereo not drawn)	2.0	.	0.3%	.	16%	.	i	i	1%
CC1CCCCC1NC(=O)CCn1c(=O)sc2ccccc21 (stereo not drawn)	-0.7	-26%	-0.1%	3%	16%	-12%	.	i	14%
Cc1ccccc1C(=O)Nc1nc2c(s1)CC(C(C)(C)C)CC2 (stereo not drawn)	.	?	0.3%	.	-20%	4%	.	i	7%
CCc1ccccc1NC(=O)CCCSc1nc(-c2ccco2)cc(C(F)(F)F)n1	.	0%	-0.3%	.	5%	-5%	.	i	3%
COc1cc(-n2c(=O)c3ccccc3n(Cc3cc(=O)n4ccccc4n3)c2=O)cc(OC)c1OC	1.3	-5%	0.1%	-1%	5%	-11%	i	i	-19%
O=C(CCCOc1ccccc1)N1CCN(c2ccc(F)cc2)CC1	-3.5	?	3.2%	-2%	-7%	-7%	i	i	-16%
O=C(CSc1nnc(-c2ccncc2)o1)NCc1ccc(Cl)cc1	0.9	-20%	-0.5%	0%	2%	-1%	i	i	3%
O=C(Cn1c(-c2ccccn2)nc2ccccc21)N/N=C/c1cccnc1	1.7	-6%	2.5%	0%	10%	-2%	i	i	-2%
Cc1ccc(N(C(=O)C2CCC(=O)N2)C2(C(=O)NC3CCCCC3)CCCCC2)cc1 (stereo not drawn)	-0.5	-5%	-0.5%	1%	4%	-6%	i	i	-8%

(listing goes on)
SMILES	CCT modulator	Nrf2 block	Nrf2 ARE act	Mm-Cpn inhibitor	TGFb inhibitor	A549 viability	pAkt inh	ATXN viability	HepG2 viability
CNC(=O)c1sccc1Oc1ccc(F)cc1[N+](=O)[O-]	-0.9	-23%	7.5%	0%	?	2%	i	i	-11%
CCSC(C)CC1CC(=O)CC(=O)C1 (stereo not drawn)	-0.2	-11%	-0.3%	-1%	15%	-2%	i	i	0%
COc1ccc(C(=O)NC(=O)NC2(C(Cl)(Cl)Cl)OCCO2)cc1	1.8	?	0.1%	3%	-2%	-1%	i	i	-2%
Clc1ccc(Cn2nnc(-c3ccc(N4CCOCC4)cc3)n2)cc1	2.9	-4%	-0.5%	0%	0%	-6%	i	i	2%
C/C(=N\NC(=O)c1c(Cl)c(C)nn1C)c1ccc(NC(=O)COc2ccc(Cl)cc2C)cc1	0.9	?	-0.5%	2%	5%	-13%	i	?	0%
CCOc1nc(NC2CCCCC2)nc(NC(C)(C)C)n1	0.9	-11%	-0.5%	?	-16%	-1%	i	i	-11%
Cc1cc(C)c(C#N)c(SCCN2CCOCC2)n1	-3.1	3%	-0.8%	4%	3%	-1%	i	?	4%
Cc1ccc(NC(=O)c2ccc(S(=O)(=O)Nc3c(C)n(C)n(-c4ccccc4)c3=O)cc2)nc1	1.1	-19%	-0.8%	0%	26%	3%	i	i	-6%
O=C(CN1CCC(Cc2ccccc2)CC1)NCCc1ccc(F)cc1	-0.3	?	0.1%	0%	?	?	i	i	-3%
CCOCc1nnc(NS(C)(=O)=O)s1	-4.2	-15%	-0.3%	0%	13%	-1%	i	i	-22%
O=C(Nc1ccccc1N1CCCC1)c1cccnc1	-0.2	10%	0.0%	-3%	10%	.	i	?	-3%
CCOC(=O)c1[nH]c(C)c(C(=O)OCC(=O)N2CCc3ccccc32)c1C	-1.3	.	0.3%	0%	5%	-5%	i	i	2%

Next section.
SMILES	CCT modulator	Nrf2 block	Nrf2 ARE act	Mm-Cpn inhibitor	TGFb inhibitor	A549 viability	pAkt inh	ATXN viability	HepG2 viability
Cc1c(C(=O)O)oc2ccc(S(=O)(=O)N3CCCCC3C(=O)O)cc12 (stereo not drawn)	-0.4	4%	-1.1%	0%	-18%	2%	i	i	9%
O=C(c1cnc2sccn2c1=O)N1CCc2ccccc2C1	-1.4	15%	3.0%	2%	7%	6%	.	i	-1%
COc1ccc(C(=S)N2CCOCC2)cc1OC(=O)c1ccccc1Cl	1.2	?	-0.8%	0%	-4%	-2%	i	i	-16%
Cn1nc(C(C)(C)C)cc1C(=O)Nc1nc2c(s1)C(=O)CC(C)(C)C2	2.6	.	-0.8%	0%	15%	-4%	i	i	1%
CC1(C(=O)NS(=O)(=O)c2cccc(F)c2)CCN1C(=O)CCc1ccccc1 (stereo not drawn)	0.8	.	-1.1%	.	9%	.	i	?	1%
Cc1ccc(-c2nc3ccc(Br)cn3c2CC(C)(C)C)cc1	0.5	.	1.8%	.	-13%	.	i	i	-17%
CCO[C@@H]1OC(C(=O)O)=C[C@H](C2CCCCC2)[C@H]1CCCO	0.1	11%	-0.8%	.	3%	3%	i	i	-10%
Cc1cc(Cl)c2cc3ccccc3cc2n1	-0.9	0%	3.8%	-2%	?	-5%	i	i	-15%
Cc1noc(C)c1COC(=O)c1cccc(S(=O)(=O)N2CCOCC2)c1	2.7	-29%	0.1%	1%	-17%	0%	i	i	1%
CCC(=O)NNc1ncnc2ccccc12	0.5	13%	3.8%	-5%	-6%	6%	i	i	5%
COc1ccc(OCC(=O)Nc2ccc(C(=O)OCc3cc(=O)n4nc(C)sc4n3)cc2)cc1	.	.	-0.7%	.	1%	-2%	.	.	2%
CCOC(=O)COc1ccc(C2CC(C)=NN2c2ccccc2)cc1 (stereo not drawn)	-1.0	0%	3.2%	-5%	8%	6%	i	i	4%

New compounds follow.
SMILES	CCT modulator	Nrf2 block	Nrf2 ARE act	Mm-Cpn inhibitor	TGFb inhibitor	A549 viability	pAkt inh	ATXN viability	HepG2 viability
Cc1ccsc1CNC(=O)c1c(-c2ccccc2)noc1C	-0.3	3%	-0.5%	-5%	13%	-3%	i	i	-6%
CCOc1ccccc1C(=O)N1CCC(C(=O)c2ccc(F)cc2)CC1	1.4	4%	0.1%	2%	-3%	1%	i	i	3%
O=C(O)C1=C(OCc2ccc(F)c(F)c2)C(=O)NCC1	-0.5	1%	-0.2%	-2%	22%	2%	i	?	10%
Cc1ccc(S(=O)(=O)Nc2cc3c(C(=O)OCc4ccccc4)c(C)oc3c3ccccc23)cc1	.	7%	4.8%	.	-1%	0%	.	i	-25%
O=C(Nc1ccc(Cc2ccncc2)cc1)c1ccc(S(=O)(=O)N2CCOCC2)cc1	-2.0	9.2µM*	-0.4%	0%	5%	-5%	i	i	-28%
CC(=O)Nc1c(Cl)c(Cl)c2c(c1Cl)C(=O)c1cc(Cl)ccc1-2	-2.6	5%	?	.	?	-2%	i	?	1%
O=C(Nc1ccc(F)cc1)NC1CCN(Cc2ccccc2)CC1	1.3	-19%	3.0%	1%	18%	-5%	i	i	-1%
Cc1ccc(NC(=O)C2CCN(c3ncnc4c3nc3n4CCCCC3)CC2)cc1Cl	0.5	13µM*	0.0%	-1%	-7%	?	i	i	-3%
C=CCCN(Cc1ccccc1)S(=O)(=O)c1ccccc1Br	-1.8	-3%&12%	-0.1%	-2%	?	10%&3%	i	i	1%&-13%
COC(c1ccc(Cl)cc1)(c1ccc(Cl)cc1)C(Oc1nc(C)cc(C)n1)C(=O)O (stereo not drawn)	-1.2	?	-0.4%	0%	-6%	-24%	i	i	0%
O=C(N/N=C/c1c(Cl)cccc1Cl)C(=O)NC1CC1	-2.3	-29%	0.2%	-6%	-8%	-7%	i	i	2%
CC(C)COc1ccc(C(=O)N/C(=C\c2cccc([N+](=O)[O-])c2)C(=O)O)cc1	-1.4	-17%	0.4%	0%	-3%	-7%	i	i	16%

Further results follow:
SMILES	CCT modulator	Nrf2 block	Nrf2 ARE act	Mm-Cpn inhibitor	TGFb inhibitor	A549 viability	pAkt inh	ATXN viability	HepG2 viability
Nc1ccc(Cl)cc1/C(=N/O)c1ccccc1	-1.0	-26%	-0.3%	2%	-10%	-6%	i	i	-26%
C=CCNC(=S)Nc1ccc2nc(C)c(C)nc2c1	1.1	24%	8.1%	-1%	-3%	-1%	i	i	3%
COC(=O)c1ccc(NC(=O)C(OC)c2ccccc2)cc1 (stereo not drawn)	1.6	5%	-0.4%	1%	-1%	0%	i	i	-4%
O=C(Nc1cccc(Cl)c1)N1CCSc2cc(Cl)ccc21	-1.9	-19%	-0.2%	-2%	-25%	-8%	i	i	-26%
O=C(NCc1ccc(Cl)cc1)NCC(F)(F)F	1.5	9%	-0.8%	0%	-6%	0%	i	i	11%
Cc1ccc(S(=O)(=O)NCCC(=O)NNC(=O)C2COc3ccccc3O2)cc1 (stereo not drawn)	-3.1	21%	-0.2%	1%	-1%	4%	i	i	-15%
O=C(O/N=C/c1cccc([N+](=O)[O-])c1)C1CC1	1.2	-2%	5.2%	1%	1%	-2%	.	i	0%
COc1ccc(/C=C/C(=O)OCC(=O)Nc2ccc(Cl)cn2)cc1	0.4	2%	-1.1%	0%	19%	-10%	i	i	10%
COc1ccc(N2C(=O)C3NN=C(C(=O)OCc4ccccc4)C3C2=O)cc1 (stereo not drawn)	-0.3	-1%	0.2%	-2%	1%	-2%	i	i	7%
